# CDK5 inh – blocks human CDK5/p35 kinase activity | Recombinant CDK5/p35, ADP-Glo luminescence, 60 min | Q00535+Q15078 | AID 488839 | inhibition, % at 10 µM | 330,000 tested, 0.01% active;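 active = highest replicate inhibition of at least 50% and at least 75% of replicates reaching 50%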;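 also: plate controls were DMSO neutral control for no effect and GW8510 at 10 µM for full effect; many of its hits are not listed in these tables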
# Target sequence (Q00535 whole entry, looked up): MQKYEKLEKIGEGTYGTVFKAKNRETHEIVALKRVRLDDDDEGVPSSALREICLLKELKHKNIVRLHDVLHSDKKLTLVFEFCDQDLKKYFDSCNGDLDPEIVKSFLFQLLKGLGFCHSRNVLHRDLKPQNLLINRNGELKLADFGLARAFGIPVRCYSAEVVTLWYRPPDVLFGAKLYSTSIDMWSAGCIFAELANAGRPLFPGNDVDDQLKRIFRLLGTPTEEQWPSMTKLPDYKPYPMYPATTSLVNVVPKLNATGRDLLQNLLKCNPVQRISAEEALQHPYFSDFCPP
# Target sequence (Q15078 whole entry, looked up): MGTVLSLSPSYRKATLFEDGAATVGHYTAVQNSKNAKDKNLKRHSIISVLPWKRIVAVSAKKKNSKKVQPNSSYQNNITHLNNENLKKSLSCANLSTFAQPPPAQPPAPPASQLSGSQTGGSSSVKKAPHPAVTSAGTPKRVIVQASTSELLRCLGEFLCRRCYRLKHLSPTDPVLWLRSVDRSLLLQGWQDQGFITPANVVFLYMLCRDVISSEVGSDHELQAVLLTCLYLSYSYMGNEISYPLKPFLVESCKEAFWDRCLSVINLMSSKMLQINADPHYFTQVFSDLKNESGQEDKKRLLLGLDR
# Arrestin-AP2 inh – inhibitors of human beta-arrestin and AP2 interaction. FITC-arrestin peptide / GST-AP2 beads, flow cytometry; AP2 beta2 appendage carries R879A mutation. inhibition, % at 10 µM. 340,000 tested, 0.31% active. AID 504490;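 active = inhibition above a set limit, near 3 SD of compounds lacking own fluorescence, cut at about 54% in these data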;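 also: plate controls were DMSO wells for no effect and 5 µM unlabelled arrestin peptide for full effect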
#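 Assay system: GST-AP2 R879A bound to glutathione beads, E. coli-expressed; Medium: PBS with 0.05% Tween 20 and 0.1% BSA; Also added: fluorescein-tagged arrestin peptide at 50 nM final; Timing: 12 min plus 1 h, RT; Measured by: flow cytometry, FL1 (488/535 nm); Evaluation: percent drop in bead-associated FITC signal.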
# SR-BI uptake up – enhances SR-BI lipid uptake from DiI-HDL. CHO ldlA[mSR-BI] cells, DiI-HDL uptake fluorescence, 3 h; 100 = double the neutral-control signal. activation, % at 12.5 µM. 320,000 tested, 0.096% active;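 active = mean replicate activation of at least 60% and every replicate at or above 60%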;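 also: 0% = median plate neutral-control signal and 100% = twice that signal; values of inactives mirror those of a sister screen read the other way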
#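 Assay system: CHO ldlA[mSR-BI] cells, LDL receptor-null, SR-BI overexpressing; medium: Ham's F12 with 0.5% BSA, HEPES 25 mM, pH 7.4; also added: DiI-HDL 10 µg/mL; timing: 3 h uptake period with compound, 37 °C; signal: DiI fluorescence, bottom read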
# PKA-R2B act – activates the human PKA-R2B holoenzyme complex; PKA-R2B holoenzyme dissociation, Cy5-IP20 fluorescence polarization; R2B truncated from residue 108, S112A mutant; 0% DMSO only, 100% 113 µM cGMP; activation, % at 11.4 µM; 340,000 tested, 0.079% active;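 active = activation above a cutoff set at the mean over all compounds plus 3 SD, cut at about 18% in these data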;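 also: higher means more holoenzyme dissociation and a rise in polarization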
# SUMO Mot1 rescue – SUMOylation pathway inhibition by Mot1-301 growth rescue | AID 2716 | S. cerevisiae Mot1-301 growth rescue, ATP luminescence, 38.5C; percent above DMSO median, 100 means doubled | growth rescue, % at 18.8 µM | 320,000 tested, 1% active;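 active = every valid replicate shows activation above 250% relative to neutral control wells; inactive = the rest, any valid replicate at or below 250%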;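 also: OY570 slx delta 5 strain wells were the positive control but not used for scaling; some compounds called inactive have numbers as strong as hits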
# MITF TRPM1 HTS – activators of MITF-driven TRPM1 promoter activity in SK-MEL-5 cells. 300,000 tested, 0.75% active. activation, % at 12.5 µM. SK-MEL-5 TRPM1-promoter luciferase, 24 h; % of positive control, neutral wells = 0;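 active = mean activation of at least 80% with every replicate also reaching 80%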;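 also: 0% = neutral control wells and 100% = parthenolide positive control wells; values of inactives mirror those of a sister screen read the other way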
# PKA-R1A act – activators of PKA-R1A complex; activation, % at 11.4 µM; PKA-R1A dissociation, Cy5-IP20 fluorescence polarization; scaled: DMSO 0%, 113 µM cGMP 100%; 340,000 tested, 0.083% active; AID 504707; P00514+P68181;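 active = percent activation above the mean of all tested compounds plus 3 SD, cut at about 19% in these data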;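 also: higher means more PKAc released from R1A so a rise in polarization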
# SR-BI DiI inh – inhibitors of mouse SR-BI mediated HDL lipid uptake; Q61009; ldlA[mSR-BI] CHO cells, DiI-HDL uptake fluorescence, 3 h; inhibition, % at 12.5 µM; 320,000 tested, 0.96% active; AID 488896;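 active = mean replicate inhibition of at least 70% and a set share of replicates each scoring 70 or more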;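 also: 0% = median of neutral control wells and 100% = median of positive control wells; values of inactives mirror those of a sister screen read the other way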
# dFosB activator – mouse delta FosB homodimer activation; P13346; AID 493131; 340,000 tested, 0.99% active; purified delta FosB, TAMRA-CDK5 oligo fluorescence polarization; percent of positive-control signal above neutral wells; activation, % at 25 µM;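 active = mean activation above about 17%, with every replicate also reaching it, limit read from the data, passing the limit was not always enough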;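 also: fluorescence polarization rise as delta FosB binds a TAMRA Cdk5 AP-1 oligo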
# Target sequence (P13346 whole entry, looked up): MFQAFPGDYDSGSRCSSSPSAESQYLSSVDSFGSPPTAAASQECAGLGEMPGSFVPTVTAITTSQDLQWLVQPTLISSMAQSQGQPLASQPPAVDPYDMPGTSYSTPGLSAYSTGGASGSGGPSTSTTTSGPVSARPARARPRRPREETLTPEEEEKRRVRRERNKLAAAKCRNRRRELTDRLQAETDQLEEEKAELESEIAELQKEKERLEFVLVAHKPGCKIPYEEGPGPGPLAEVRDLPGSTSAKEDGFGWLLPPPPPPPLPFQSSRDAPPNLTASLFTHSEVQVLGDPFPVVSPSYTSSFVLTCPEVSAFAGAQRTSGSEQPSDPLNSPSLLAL
# DSG3 Ab inh – inhibitors of pemphigus antibody binding to human desmoglein-3; 310,000 tested, 0.48% active; binding (percent of control), % at 10 µM; DSG3-coupled beads, scFv-anti-DSG3-GFP binding, flow cytometry; active compounds read low; P32926;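 active = binding more than 3 SD below its plate's average and above zero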;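 also: hits lower antibody fragment binding to DSG3; some compounds called inactive have numbers as strong as hits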
# NSD2 inh – inhibitors of human histone methyltransferase NSD2. AID 743445. 310,000 tested, 0.54% active. NSD2 peptide methylation, AlphaScreen, 120 min. inhibition, % at 12.5 µM. O96028; in the data active = inhibition above about 50%
# Numbers without * were called inactive; i = inactive; · = not tested or not shown; & = joins results of further samples. Random draw from the library. About 4.7% of those tested had a hit in this group.
SMILES,CDK5 inh,Arrestin-AP2 inh,SR-BI uptake up,PKA-R2B act,SUMO Mot1 rescue,MITF TRPM1 HTS,PKA-R1A act,SR-BI DiI inh,dFosB activator,DSG3 Ab inh,NSD2 inh
CC(=O)c1ccc(NC(=O)CN2CCN(S(=O)(=O)c3ccc4ccccc4c3)CC2)cc1,-1.1,0,-8,3,5,2,-3,8,7,102,-6
Cc1cccc(NC(=O)c2sc3nc(N)c(C#N)cc3c2N)c1,-0.2,5,-9,-3,-3,106*,2,9,2,89,-1
COc1ccc(C(=O)N2CCN(c3ccc(C)cc3)CC2)cc1OC,-4.7,3,-1,-5,75,-11,9,1,-11,103,·
COc1ccc(-n2c(=S)[nH]c3cc(C(=O)NCCCN4CCCC4=O)ccc3c2=O)cc1,0.3,11,20,-5,-9,3,4,-20,0,94,-1
Cc1ccc(CCNC(=O)CC2Oc3ccc(C)cc3NC2=O)cc1 (stereo not drawn),0.7,12,19,-4,2,·,-3,-19,4,110,·
COC(=O)C1(C(=O)OC)Sc2ccccc2C1=O,-0.4,6,41,6,-1,1,2,-41,-2,100,-6
COc1ccccc1N1CCN(C(=O)C2CCN(S(=O)(=O)c3ccccc3F)CC2)CC1,2.2,-14,-11,-8,-2,·,-10,11,-6,112,10
O=C(COC(=O)/C=C/c1cccc(Cl)c1)NCc1cccs1,1.6,13,3,0,9,0,-7,-3,7,·,-1
COc1ccc(Br)cc1CN(C)CC(=O)Nc1c(Cl)ccc(C)c1Cl,1.8,0,27,-11,0,5,2,-27,-5,114,-1
CSCCC(NC(=O)c1ccccc1Cl)C(=O)NNC(=O)c1ccncc1 (stereo not drawn),0.2,5,-3,-14,59,8,1,3,-4,110,4
CC(C)CC(NS(=O)(=O)c1ccc2c(c1)oc(=O)n2C)C(=O)N1CC=C(c2ccccc2)CC1 (stereo not drawn),-2.0,-17,-3,5,i,11,-2,3,-10,101,·
CCOC(=O)c1ccc(N=CC2=C(O)CC(C)(C)CC2=O)cc1,0.1,25,30,4,-11,-9,4,-30,-12,109,4
CCN(C(=O)COC(=O)Cc1cccc2ccccc12)C1CCS(=O)(=O)C1 (stereo not drawn),0.9,10,-6,4,5,1,0,6,-6,97,6
Cc1cc(C)n(CC(=O)N/N=C/c2ccc(C)o2)n1,0.8,1,23,3,5,·,-7,-23,-3,103,0
COc1ccc(C(=O)NC2(C(F)(F)F)C(=O)N(Cc3ccco3)C3=C2C(=O)CC(C)(C)C3)cc1OC (stereo not drawn),2.2,10,15,-4,-8,·,2,-15,-1,92,1
Nc1ncnc2nc(SCc3ccc(Cl)cc3Cl)[nH]c12,1.6,3,-14,-2,-27,1,-2,14,2,97,·
Cc1ccc(-n2c(C)cn(C(=O)c3ccccc3)c2=S)cc1,0.3,14,-27,-1,-3,11,-7,27,-9,114,-1
Cc1ccc(-n2c(Cc3cccn3C)nnc2SCC(=O)NCc2ccco2)cc1,1.4,0,-10,-1,6,0,-2,10,-8,108,5
COCCCn1c(C(=O)NCCN2CCOCC2)cc2c(=O)n3cccc(C)c3nc21,-0.2,-16,42,8,-25,12,9,-42,-1,·,-6
Cc1cc(NC(=O)c2ccc3c(c2)C(=O)N(CC(C)C)C3=O)no1,-0.4,38,-3,-12,-15,-11,5,3,4,107,-4
Cc1ccc2c(c1)C(=O)c1c(C(=O)O)cccc1-2,-0.6,15,11,-4,-2,-5,-5,-11,-2,101,0
O=C1NC(=O)/C(=C/c2ccc(N3CCOCC3)o2)N1,0.9,-4,-8,6,-9,5,3,8,1,110,1
COc1ccc(OCCOC(=O)Nc2ccccc2)cc1,-1.8,-4,7,-13,-9,0,1,-7,0,108,0
CCCCN(C(=O)c1ccccc1OCc1ccc(F)cc1)c1c(N)n(CC(C)C)c(=O)[nH]c1=O,-1.2,2,0,-5,-1,9,-15,0,-5,120,0
Cc1cccc(NC(=O)c2oc3c(c2C)C(=O)CC(C)(C)C3)n1,0.5,12,-38,4,-1,1,-6,38,-3,97,·
SMILES,CDK5 inh,Arrestin-AP2 inh,SR-BI uptake up,PKA-R2B act,SUMO Mot1 rescue,MITF TRPM1 HTS,PKA-R1A act,SR-BI DiI inh,dFosB activator,DSG3 Ab inh,NSD2 inh
COc1ccccc1NC(=O)CN(c1ccccc1C)S(C)(=O)=O,0.8,35,-12,-7,-5,-3,0,12,7,104,0
CCN(CC)CCC(O)(c1ccccc1)C1CCCCC1 (stereo not drawn),-0.6,27,27,-8,-21,8,4,-27,-2,114,21
CCc1ccc(N(CC)C(=O)c2cn(C)c(=O)c3ccccc23)cc1,-1.6,0,0,3,110,-1,0,0,-7,101,-2
Cc1cc(C)c[n+](-c2nc3ccccc3nc2C(=C=[N-])C#N)c1,-1.3&0.9,9&2,4&2,3&-3,43&-21,-9&-1,8&-5,-4&-2,-8&1,94&110,3&6
Cn1nc(C(=O)NNc2c(F)c(F)cc(F)c2F)c2ccccc2c1=O,-1.2,-4,-51,-1,-7,-2,-8,51,2,111,-5
Cc1ccn2c(c1)nc(=O)c1cc(S(=O)(=O)N3CCC(C)CC3)ccc12,1.6,11,18,5,-4,2,1,-18,-1,99,0
CCN(CC(=O)Nc1ccc2c(c1)OCCO2)C(=O)CCc1ccc(OC)cc1,-0.9,-4,-6,12,·,2,-4,6,-1,104,7
COCCN=c1scc(-c2cc(OC)ccc2OC)n1/N=C/c1c[nH]c2ccccc12,-4.8,3,-42,-23,-2,2,-8,42,2,101,5
O=C(CSc1nc2ccccc2c(=O)n1CCC(=O)N1CCN(c2ccccc2)CC1)NCC1CCCO1 (stereo not drawn),-0.7,35,-19,-15,278,0,-10,19,-9,118,-1
O=C(c1ccc(Oc2ccccc2)cc1)C1CCCN(C(=O)c2cnccn2)C1 (stereo not drawn),-2.8,-11,·,-2,360,-2,-2,·,-9,99,-1
CCOc1ccc(Cl)cc1S(=O)(=O)NCc1cccnc1,-0.3,26,-8,-3,·,·,-10,8,3,·,-2
Fc1ccccc1CN1CCCN(C(=S)Nc2cccc(Cl)c2)C1,-1.2,-7,·,1,-3,-6,-6,·,-21,95,·
CCOC(=O)c1sc(C)c2c1NC(C)(c1cccc3ccccc13)NC2=O (stereo not drawn),0.6,10,-26,9,-1,9,4,26,-8,99,0
COc1ccc(NC2=NC3(CCCCC3)N=C(N)N2)cc1,-0.8,2,-3,-15,-17,-4,-3,3,1,105,0
CC(Sc1nc(C2CC2)n(-c2ccccc2)n1)C(=O)c1c(N)n(C)c(=O)n(C)c1=O (stereo not drawn),-1.7,-15,-10,5,-4,8,-5,10,-9,97,16
O=C(O)/C=C/C(=O)Nc1ccc(S(=O)(=O)Nc2nccs2)cc1,-0.2,-8,1,4,13,-4,0,-1,4,·,·
COc1cccc(-c2noc(CCC(=O)N3CCN(c4cc(C)ccc4C)CC3)n2)c1,4.1,30,-14,-7,·,0,-5,14,-10,102,·
Cn1c(=N)n(CC(=O)c2cccs2)c2ccccc21,9.0,2,-8,-16,9,12,-15,8,0,96,·
CC1(C)C(c2ccco2)=[N+]([O-])C2(CCCCC2=O)N1O (stereo not drawn),-1.0,7,57,7,297,-8,-4,-57,-2,102,-1
COc1cc(NC(=O)NNC(=O)c2cc3occc3n2C)cc(OC)c1OC,-1.0,7,18,-6,-16,5,-11,-18,-2,109,2
CNC(=S)N/N=C(\C)c1ccc(N2CCOCC2)cc1,0.3,-2,-9,-14,·,31,-9,9,-4,108,2
CCCN(CCC)CCCNC(=O)c1cc2c(=O)[nH]c3ccccc3c2s1,1.2,1,-35,-6,-13,18,5,35,-41,101,29
O=C(CCCN1C(=O)/C(=C/c2cccs2)SC1=S)Nc1ccccn1,-0.4,8,-7,0,6,11,-5,7,-13,99,4
Cc1ccc(NC(=O)COC(=O)C2COc3ccccc3O2)cc1 (stereo not drawn),1.9,-3,·,-6,0,0,-3,-49,3,102,-1
CCOC(=O)C1(P(=O)(c2ccccc2)c2ccccc2)CCC1,-0.1,5,28,-4,3,17,-14,-28,-6,97,2
COc1ccc2c(=O)c(Oc3ccc(C(=O)O)cc3)c(C(F)(F)F)oc2c1,0.7,5,-4,-4,-2,48,-17,4,-3,98,3

# Entries from the list above with a halogen:
SMILES,CDK5 inh,Arrestin-AP2 inh,SR-BI uptake up,PKA-R2B act,SUMO Mot1 rescue,MITF TRPM1 HTS,PKA-R1A act,SR-BI DiI inh,dFosB activator,DSG3 Ab inh,NSD2 inh
COc1ccccc1N1CCN(C(=O)C2CCN(S(=O)(=O)c3ccccc3F)CC2)CC1,2.2,-14,-11,-8,-2,·,-10,11,-6,112,10
O=C(COC(=O)/C=C/c1cccc(Cl)c1)NCc1cccs1,1.6,13,3,0,9,0,-7,-3,7,·,-1
COc1ccc(Br)cc1CN(C)CC(=O)Nc1c(Cl)ccc(C)c1Cl,1.8,0,27,-11,0,5,2,-27,-5,114,-1
CSCCC(NC(=O)c1ccccc1Cl)C(=O)NNC(=O)c1ccncc1 (stereo not drawn),0.2,5,-3,-14,59,8,1,3,-4,110,4
COc1ccc(C(=O)NC2(C(F)(F)F)C(=O)N(Cc3ccco3)C3=C2C(=O)CC(C)(C)C3)cc1OC (stereo not drawn),2.2,10,15,-4,-8,·,2,-15,-1,92,1
Nc1ncnc2nc(SCc3ccc(Cl)cc3Cl)[nH]c12,1.6,3,-14,-2,-27,1,-2,14,2,97,·
CCCCN(C(=O)c1ccccc1OCc1ccc(F)cc1)c1c(N)n(CC(C)C)c(=O)[nH]c1=O,-1.2,2,0,-5,-1,9,-15,0,-5,120,0
Cn1nc(C(=O)NNc2c(F)c(F)cc(F)c2F)c2ccccc2c1=O,-1.2,-4,-51,-1,-7,-2,-8,51,2,111,-5
CCOc1ccc(Cl)cc1S(=O)(=O)NCc1cccnc1,-0.3,26,-8,-3,·,·,-10,8,3,·,-2
Fc1ccccc1CN1CCCN(C(=S)Nc2cccc(Cl)c2)C1,-1.2,-7,·,1,-3,-6,-6,·,-21,95,·
COc1ccc2c(=O)c(Oc3ccc(C(=O)O)cc3)c(C(F)(F)F)oc2c1,0.7,5,-4,-4,-2,48,-17,4,-3,98,3
